High-throughput results as filed in PubChem BioAssay.
hDAT+cocaine = modulates human dopamine transporter uptake under cocaine; Q01959; LLC-PK1 hDAT cells, [14C]-dopamine uptake with cocaine IC80; actives deviate in either direction; B-score at 10 µM; actives 1.3% (n = 110,000);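 active = Z score or B-score, a plate-position-corrected score, falls beyond the plate's 99.7% confidence bounds, in either direction; inactive = both scores lie inside the 99.7% bounds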;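 note: scored against the spread of the other compound wells on the same plate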
PLK1 kinase inh = blocks human PLK1 kinase activity; AID 619; actives 0.53% (n = 97,000); inhibition, % at 10 µM; recombinant PLK1 kinase, TR-FRET peptide phosphorylation;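 active = inhibition of 50% or more in the single-concentration screen; inactive = inhibition below 50%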;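 note: 0% = DMSO max control and 100% = H-89 dihydrochloride min control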
VCAM1 TNFa inh = reduces TNF alpha induced VCAM1 expression in HUVEC. inhibition, % at 2 µM. HUVEC TNFa-induced VCAM-1 immunofluorescence, high-content imaging. actives 0.48% (n = 95,000). AID 802;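 active = inhibition above the batch mean plus 3 SD, with images confirmed as a hit by eye, cut at about 37% in these data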;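 note: 0% = TNF-stimulated DMSO wells and 100% = unstimulated control wells; not every result past the cut was called active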
sEH inh = soluble epoxide hydrolase (human) inhibition; P34913; recombinant human sEH enzymatic activity assay; inhibition, % at 2 µM; actives 0.34% (n = 91,000); AID 707; in the data active = inhibition above about 80%; note: values of inactives mirror those of a sister screen read the other way; many of its hits are not listed in these tables
Target sequence (P34913 whole entry, looked up): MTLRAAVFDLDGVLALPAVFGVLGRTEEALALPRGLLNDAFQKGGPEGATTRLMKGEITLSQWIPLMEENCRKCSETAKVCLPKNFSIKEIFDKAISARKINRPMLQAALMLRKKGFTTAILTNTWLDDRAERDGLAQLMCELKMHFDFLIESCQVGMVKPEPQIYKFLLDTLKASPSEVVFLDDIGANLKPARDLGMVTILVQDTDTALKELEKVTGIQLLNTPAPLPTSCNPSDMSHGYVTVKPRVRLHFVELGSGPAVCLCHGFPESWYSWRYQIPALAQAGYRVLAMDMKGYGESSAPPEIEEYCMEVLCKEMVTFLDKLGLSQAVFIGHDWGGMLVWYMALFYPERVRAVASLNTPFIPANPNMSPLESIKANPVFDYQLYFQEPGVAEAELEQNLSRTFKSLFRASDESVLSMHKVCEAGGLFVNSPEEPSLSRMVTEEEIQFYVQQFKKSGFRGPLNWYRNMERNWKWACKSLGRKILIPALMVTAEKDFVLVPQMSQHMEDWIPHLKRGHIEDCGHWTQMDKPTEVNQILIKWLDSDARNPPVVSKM
cytoskel mod = alters cytoskeleton assembly in HUVEC cells | AID 836 | HUVEC TNFa F-actin phalloidin imaging, high content | inhibition, % at 2 µM | actives 0.18% (n = 91,000);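 active = inhibition above the batch mean plus 3 SD and confirmed as a hit by visual image inspection, cut at about 30% in these data, passing the limit was not always enough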; note: strong numbers were not always called active
PLK1 PBD inh = blocks phosphopeptide binding to human Plk1 polo box domain; actives 0.13% (n = 97,000); P53350; Plk1 PBD phosphopeptide binding, fluorescence polarization; AID 693; inhibition, %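 (tested at about 20 µM)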; in the data active = inhibition above about 34%, passing the limit was not always enough
IL1B cytotox = HUVEC cytotoxicity counter-screen, IL-1B stimulated. cell count reduction, % at 2 µM. actives 0.41% (n = 94,000). HUVEC cell count loss, Hoechst imaging;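 active = cell count reduction more than 3 SD above the screen-wide mean, cut at about 70% in these data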;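 note: normalized per plate to untreated control cells as the no-loss baseline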
TNFa cytotox = toxic to HUVEC cells under TNF alpha stimulation; cell count reduction, % at 2 µM; HUVEC TNFalpha-stimulated, Hoechst cell count, imaging; actives 0.17% (n = 93,000); AID 848;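 active = cell count reduction exceeding the screen mean by over 5 SD, scaled to untreated wells per plate, cut at about 78% in these data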;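 note: cells counted after 24 h of TNF alpha exposure following the 1 h pretreatment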
Ecoli WT expand = blocks growth of wild type E. coli BW25113 | growth inhibition, % at 100 µM | actives 0.15% (n = 98,000) | AID 710 | OD600 absorbance;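 active = growth inhibition above about 50% at one test dose, limit read from the data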;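 note: growth measured after 20 h incubation at 37 °C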
An asterisk follows results filed as active.

What do the screens show for `CC(=O)N(CC1CCCO1)C1(C(=O)NC2CCCC2)CCCCC1` (stereo unspecified)?
hDAT+cocaine: -0.9; PLK1 kinase inh: -12; VCAM1 TNFa inh: 18; sEH inh: -4; cytoskel mod: 6; PLK1 PBD inh: -29; IL1B cytotox: 0; TNFa cytotox: 9; Ecoli WT expand: 6

Results for CN(C)S(=O)(=O)c1cccc(C(=O)NCCc2ccccc2)c1 ?
hDAT+cocaine: -0.0051; PLK1 kinase inh: -19; VCAM1 TNFa inh: 8; sEH inh: 63; cytoskel mod: 6; PLK1 PBD inh: -10; IL1B cytotox: 3; TNFa cytotox: -46; Ecoli WT expand: 8

How did COc1ccc(/C(N)=N/OC(=O)c2ccc(C)c([N+](=O)[O-])c2)cc1 do in these assays?
hDAT+cocaine: 0.39; PLK1 kinase inh: -8; VCAM1 TNFa inh: -17; sEH inh: -1; cytoskel mod: 6; PLK1 PBD inh: -1; IL1B cytotox: 7; TNFa cytotox: -28; Ecoli WT expand: -3

Results for CCC(=O)N1CCN(c2ccccc2NC(=O)Cc2ccc(Cl)cc2)CC1 ?
hDAT+cocaine: -0.84; PLK1 kinase inh: -7; VCAM1 TNFa inh: 19; sEH inh: -4; cytoskel mod: 0; PLK1 PBD inh: 1; IL1B cytotox: -23; TNFa cytotox: -12; Ecoli WT expand: 1

What do the screens show for `COc1ccc(C2C3=C(CC(C)(C)CC3=O)Nc3c2c(=O)[nH]c(=O)n3Cc2ccccc2)cc1OC` (stereo unspecified)?
hDAT+cocaine: -0.32; PLK1 kinase inh: -6; VCAM1 TNFa inh: 34; sEH inh: 2; cytoskel mod: 3; PLK1 PBD inh: -22; IL1B cytotox: 4; TNFa cytotox: -6; Ecoli WT expand: -12

Results for COc1ccc(N2CCN(C(=O)Cc3nn(C)c(=O)c4ccccc34)CC2)cc1 ?
hDAT+cocaine: 0.81; PLK1 kinase inh: -3; VCAM1 TNFa inh: -15; sEH inh: -6; cytoskel mod: -7; PLK1 PBD inh: 7; IL1B cytotox: 1; TNFa cytotox: -11; Ecoli WT expand: -4

Results for CC(C)C(=O)NC(c1ccco1)c1ccc2cccnc2c1O (stereo unspecified) ?
hDAT+cocaine: -0.81; PLK1 kinase inh: -8; VCAM1 TNFa inh: 22; sEH inh: -2; cytoskel mod: -9; PLK1 PBD inh: 11; IL1B cytotox: -7; TNFa cytotox: 1; Ecoli WT expand: 25

How did COc1cc(CNC(=O)c2ccc(Cn3nc(C)c(Cl)c3C)o2)cc(OC)c1 do in these assays?
hDAT+cocaine: 1.7; PLK1 kinase inh: -2; VCAM1 TNFa inh: -1; sEH inh: 9; cytoskel mod: 2; PLK1 PBD inh: -3; IL1B cytotox: 4; TNFa cytotox: -3; Ecoli WT expand: -3

How did CCc1ccc(C(=O)CSC2=C(C#N)C(c3ccco3)C(C(C)=O)=C(C)N2)cc1 (stereo unspecified) do in these assays?
hDAT+cocaine: 0.53; PLK1 kinase inh: -24; VCAM1 TNFa inh: -9; cytoskel mod: 6; PLK1 PBD inh: 8; IL1B cytotox: -4; TNFa cytotox: -14; Ecoli WT expand: -8

How did CCOC(=O)C1CCCN(C(=O)CC(C)c2ccccc2)C1 (stereo unspecified) do in these assays?
hDAT+cocaine: 0.54; PLK1 kinase inh: -2; VCAM1 TNFa inh: 10; sEH inh: 8; cytoskel mod: 1; PLK1 PBD inh: 8; IL1B cytotox: -23; TNFa cytotox: -34; Ecoli WT expand: 0

How did NC(=O)c1cccn1Cc1cccc(Cl)c1 do in these assays?
hDAT+cocaine: -0.31; PLK1 kinase inh: -7; VCAM1 TNFa inh: 5; sEH inh: -11; cytoskel mod: -2; PLK1 PBD inh: 4; IL1B cytotox: -29; TNFa cytotox: 2; Ecoli WT expand: 5

Results for CCC(c1nnnn1Cc1ccc(F)cc1)N(CCCO)Cc1cc2cc3c(cc2[nH]c1=O)OCO3 (stereo unspecified) ?
hDAT+cocaine: 0.99; PLK1 kinase inh: -1; VCAM1 TNFa inh: -4; sEH inh: -19; cytoskel mod: 2; PLK1 PBD inh: 21; IL1B cytotox: -4; TNFa cytotox: -23; Ecoli WT expand: 6

What do the screens show for `C=CCc1cc(C=O)cc(OC)c1OCc1c(Cl)cccc1Cl`?
hDAT+cocaine: -0.048; PLK1 kinase inh: -11; VCAM1 TNFa inh: 0; sEH inh: 10; cytoskel mod: 2; PLK1 PBD inh: 22; IL1B cytotox: 20; TNFa cytotox: 6; Ecoli WT expand: -2

How did CCCN1C(=O)/C(=C/c2ccc(C)s2)NC1=S do in these assays?
hDAT+cocaine: 0.15; PLK1 kinase inh: -2; VCAM1 TNFa inh: -7; sEH inh: 13; cytoskel mod: 2; PLK1 PBD inh: -36; IL1B cytotox: 16; TNFa cytotox: -12

Results for CCOC(=O)c1cnc2c(-c3ccccc3)cnn2c1N ?
hDAT+cocaine: 0.48; PLK1 kinase inh: -20; VCAM1 TNFa inh: -40; sEH inh: -6; cytoskel mod: -49; PLK1 PBD inh: 18; IL1B cytotox: -50; TNFa cytotox: -4; Ecoli WT expand: -6

What do the screens show for `Cc1nc(Sc2cccn2C)c(C(F)(F)F)c(=O)[nH]1`?
hDAT+cocaine: -0.69; PLK1 kinase inh: 5; VCAM1 TNFa inh: 19; sEH inh: -2; cytoskel mod: 10; PLK1 PBD inh: 13; IL1B cytotox: -79; TNFa cytotox: -17; Ecoli WT expand: -1

What do the screens show for `Cc1cc(N2C(=O)CC(N3CCN(c4ccc(C(=O)c5cccs5)cc4)CC3)C2=O)no1` (stereo unspecified)?
hDAT+cocaine: 0.72; PLK1 kinase inh: -13; VCAM1 TNFa inh: -3; sEH inh: 7; cytoskel mod: 5; PLK1 PBD inh: 15; IL1B cytotox: -20; TNFa cytotox: -15; Ecoli WT expand: 2

What do the screens show for `COC(=O)c1cnc2c(C(F)(F)F)cccc2c1OC`?
hDAT+cocaine: -0.66; PLK1 kinase inh: -12; VCAM1 TNFa inh: -10; sEH inh: 4; cytoskel mod: -8; PLK1 PBD inh: 7; IL1B cytotox: -39; TNFa cytotox: -4; Ecoli WT expand: 4

Results for CCCCOc1ccc(S(=O)(=O)NC(=O)NCc2ccc(OCCC)cc2)cc1 ?
hDAT+cocaine: 0.7; PLK1 kinase inh: -16; VCAM1 TNFa inh: 14; sEH inh: 1; cytoskel mod: -12; PLK1 PBD inh: 8; IL1B cytotox: -13; TNFa cytotox: -17

How did Cc1cc(C)n2c3c(c(C#N)c2n1)CC(C)(C)OC3 do in these assays?
hDAT+cocaine: -0.93; PLK1 kinase inh: -6; VCAM1 TNFa inh: -45; sEH inh: -2; cytoskel mod: 12; PLK1 PBD inh: -2; IL1B cytotox: -29; TNFa cytotox: -49; Ecoli WT expand: -3

Results for CCOc1ccc(S(=O)(=O)NCc2ccco2)cc1 ?
hDAT+cocaine: -0.53; PLK1 kinase inh: 6; VCAM1 TNFa inh: -6; sEH inh: 10; cytoskel mod: -3; PLK1 PBD inh: 14; IL1B cytotox: -26; TNFa cytotox: -5; Ecoli WT expand: 4

Results for Cc1ccc2nc(NC(=O)c3ccc4ncsc4c3)sc2c1 ?
hDAT+cocaine: 0.32; PLK1 kinase inh: -16; VCAM1 TNFa inh: -14; sEH inh: 4; cytoskel mod: 18; PLK1 PBD inh: 22; IL1B cytotox: -27; TNFa cytotox: 3; Ecoli WT expand: -12

What do the screens show for `CC(=O)C1=C(O)C(=O)N(CC#N)C1c1cccs1` (stereo unspecified)?
hDAT+cocaine: -0.97; PLK1 kinase inh: -3; VCAM1 TNFa inh: 7; sEH inh: 0; cytoskel mod: 0; PLK1 PBD inh: 8; IL1B cytotox: -2; TNFa cytotox: 20; Ecoli WT expand: 1

What do the screens show for `CN(C)CC(=O)Nc1cc(C(F)(F)F)ccc1Cl`?
hDAT+cocaine: -0.46; PLK1 kinase inh: -14; VCAM1 TNFa inh: 3; sEH inh: 1; cytoskel mod: -4; PLK1 PBD inh: 17; IL1B cytotox: 15; TNFa cytotox: -17; Ecoli WT expand: -5

Results for CC(=O)Nc1cc(C(=O)N2CCCC2)ccc1Sc1ccc(C)cc1 ?
hDAT+cocaine: 1.8; PLK1 kinase inh: -6; VCAM1 TNFa inh: -4; sEH inh: 9; cytoskel mod: 5; PLK1 PBD inh: -5; IL1B cytotox: -6; TNFa cytotox: -42; Ecoli WT expand: 0

Results for C=CCSc1nnc(NC(=O)COc2ccc3ccccc3c2)s1 ?
hDAT+cocaine: -0.13; PLK1 kinase inh: -5; VCAM1 TNFa inh: 0; sEH inh: 10; cytoskel mod: 18; PLK1 PBD inh: 14; IL1B cytotox: -28; TNFa cytotox: -28; Ecoli WT expand: -9

How did CC(OC(=O)c1cccs1)C(=O)NCc1ccc2c(c1)OCO2 (stereo unspecified) do in these assays?
hDAT+cocaine: -1.4; PLK1 kinase inh: -12; VCAM1 TNFa inh: -11; sEH inh: -2; cytoskel mod: -14; PLK1 PBD inh: -13; IL1B cytotox: 8; TNFa cytotox: -12; Ecoli WT expand: -9

What do the screens show for `O=C1Nc2c(Br)cc(Br)cc2C1(O)N1CCOCC1` (stereo unspecified)?
hDAT+cocaine: -0.12; PLK1 kinase inh: -5; VCAM1 TNFa inh: 61; cytoskel mod: -35; PLK1 PBD inh: -2; IL1B cytotox: -6; TNFa cytotox: 64; Ecoli WT expand: 18

Results for COc1cc(C(=O)NCc2nnc(SCC(=O)N3CCC(C)CC3)o2)cc(OC)c1OC ?
hDAT+cocaine: 0.056; PLK1 kinase inh: -5; VCAM1 TNFa inh: -12; sEH inh: 6; cytoskel mod: -5; PLK1 PBD inh: 9; IL1B cytotox: -5; TNFa cytotox: 5; Ecoli WT expand: 0

How did Cc1cccc(C)c1NC(=O)CSc1nc(C)c(CC(=O)c2ccc(Br)cc2)c(C)c1C#N do in these assays?
hDAT+cocaine: -0.54; PLK1 kinase inh: -67; VCAM1 TNFa inh: 12; sEH inh: 2; cytoskel mod: -13; PLK1 PBD inh: -4; TNFa cytotox: -25; Ecoli WT expand: -14

How did COc1ccc(C(=O)N/N=C2/SCC(=O)N2Cc2ccc3c(c2)OCO3)cc1OC do in these assays?
hDAT+cocaine: 0.41; PLK1 kinase inh: -3; VCAM1 TNFa inh: 2; sEH inh: -11; cytoskel mod: -13; PLK1 PBD inh: -6; IL1B cytotox: 16; TNFa cytotox: -1; Ecoli WT expand: -8

For convenience, 4 of the compounds above.
What do the screens show for `Cc1nc(Sc2cccn2C)c(C(F)(F)F)c(=O)[nH]1`?
hDAT+cocaine: -0.69; PLK1 kinase inh: 5; VCAM1 TNFa inh: 19; sEH inh: -2; cytoskel mod: 10; PLK1 PBD inh: 13; IL1B cytotox: -79; TNFa cytotox: -17; Ecoli WT expand: -1

What do the screens show for `Cc1cc(N2C(=O)CC(N3CCN(c4ccc(C(=O)c5cccs5)cc4)CC3)C2=O)no1` (stereo unspecified)?
hDAT+cocaine: 0.72; PLK1 kinase inh: -13; VCAM1 TNFa inh: -3; sEH inh: 7; cytoskel mod: 5; PLK1 PBD inh: 15; IL1B cytotox: -20; TNFa cytotox: -15; Ecoli WT expand: 2

What do the screens show for `COC(=O)c1cnc2c(C(F)(F)F)cccc2c1OC`?
hDAT+cocaine: -0.66; PLK1 kinase inh: -12; VCAM1 TNFa inh: -10; sEH inh: 4; cytoskel mod: -8; PLK1 PBD inh: 7; IL1B cytotox: -39; TNFa cytotox: -4; Ecoli WT expand: 4

Results for CCCCOc1ccc(S(=O)(=O)NC(=O)NCc2ccc(OCCC)cc2)cc1 ?
hDAT+cocaine: 0.7; PLK1 kinase inh: -16; VCAM1 TNFa inh: 14; sEH inh: 1; cytoskel mod: -12; PLK1 PBD inh: 8; IL1B cytotox: -13; TNFa cytotox: -17

Rows were taken by chance, and some 3.4% of all compounds hit somewhere here.
